# D1 antag – blocks dopamine activation of the human D1 receptor. actives 3.2% (n = 360,000). HEK293 TREx D1 cells, calcium flux, dopamine EC80; active compounds read low. P21728. activity change, negative = inhibition, % at 10 µM; in the data active = activity change below about -30%; also: % is scaled to controls: 0 for no effect and ±100 for the full control effect
# Target sequence (P21728 whole entry, looked up): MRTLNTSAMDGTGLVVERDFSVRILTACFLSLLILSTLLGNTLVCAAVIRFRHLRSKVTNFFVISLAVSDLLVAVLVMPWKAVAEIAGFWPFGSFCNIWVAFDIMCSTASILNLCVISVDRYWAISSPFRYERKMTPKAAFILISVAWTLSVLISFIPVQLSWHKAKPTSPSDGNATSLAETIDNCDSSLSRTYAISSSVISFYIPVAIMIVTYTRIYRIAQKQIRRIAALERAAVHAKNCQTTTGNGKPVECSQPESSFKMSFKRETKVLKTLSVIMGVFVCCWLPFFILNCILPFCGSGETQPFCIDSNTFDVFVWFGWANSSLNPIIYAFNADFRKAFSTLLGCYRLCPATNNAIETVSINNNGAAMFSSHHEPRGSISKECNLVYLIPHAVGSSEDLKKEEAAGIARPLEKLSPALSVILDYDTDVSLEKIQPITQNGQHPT
#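 Allosteric or orthosteric antagonism assessed as attenuation of the calcium response to EC80 dopamine, added 180 s after compound, in induced HEK293 Trex D1 cells loaded with no-wash calcium dye.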
# Anesthetic bind – candidate novel general anesthetic via apoferritin binding; P02791; apoferritin/1-aminoanthracene competitive binding, fluorescence; Potency, µM (titrated, usually from 77.5 µM), for inactives: at the highest dose activity change, negative = displacement, most hits filed as inhibitors; actives 0.074% (n = 350,000); also: potency is read from the fitted curve at half-maximal effect; % is scaled to controls: 0 for no effect and ±100 for the full control effect; nearly all actives have a fitted effect of over 20% in size
# Target sequence (P02791 2-175 limits assumed): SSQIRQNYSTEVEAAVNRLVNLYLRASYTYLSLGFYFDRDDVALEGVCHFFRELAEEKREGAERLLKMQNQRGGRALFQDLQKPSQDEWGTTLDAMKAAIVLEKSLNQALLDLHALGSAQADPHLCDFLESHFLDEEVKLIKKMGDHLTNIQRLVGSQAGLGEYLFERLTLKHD
#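 In PBS, apoferritin at 10 uM is loaded with 1-AMA from a 50% saturated solution. After 10 min of compound exposure at ambient temperature, reduced 535 nm fluorescence indicates probe displacement.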
# TRHR enhancer – allosterically enhances the human TRH receptor; TRHR cells, fluo-8 calcium fluorescence, EC20 TRH enhancement; enhancement, % at 2 µM; actives 0.66% (n = 360,000); in the data active = enhancement above about 30%; also: 0% is about no effect
#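 Enhancer read-out: after compound pinning and an initial kinetic agonist-mode read, an EC20 of TRH (10 nM final) was injected and fluo-8 calcium signal (Ex 480/Em 530) followed at 1 s/cycle for 100 cycles in TRHR-expressing cells.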
# D1 potentiator – enhances dopamine response at the human D1 receptor | P21728 | actives 0.036% (n = 360,000) | potentiation, % at 10 µM | HEK293 TREx D1 cells, calcium flux, dopamine EC20 potentiation; in the data active = potentiation above about 30%; also: 0% is about no effect
# RXFP1 antag – RXFP1 (human) relaxin receptor antagonism. actives 0.59% (n = 350,000). activity change, negative = inhibition, % at 57.5 µM. HEK293-RXFP1, relaxin-stimulated cAMP HTRF, 30 min; active compounds read low;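 active = activity change of -60% or lower, but not beyond a set lower limit; inconclusive = change between -60% and -40%, or beyond the set limit; inactive = change above -40%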; also: % is scaled to controls: 0 for no effect and ±100 for the full control effect
# D1 agonist – activates the human D1 dopamine receptor | actives 1% (n = 360,000) | P21728 | HEK293 T-REx D1 cells, calcium flux, agonist mode | activation, % at 2 µM; in the data active = activation above about 30%; also: 0% is about no effect
#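 Tetracycline-induced HEK293 TREx D1 cells, force-coupled to calcium signalling, were dye-loaded with a no-wash calcium kit. Compound was pin-added after a 10 s baseline. Fluorescence was read kinetically at 1 cycle/s for 180 s, with calcium rises flagged as agonism.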
# RXFP1 ag – RXFP1 (human) receptor agonism. Q9HBX9. HEK293T-RXFP1 cAMP TR-FRET, 30 min; response scale: percent of porcine relaxin response, buffer zero. Potency, µM (highest dose often 57.5 µM), for the others: at the top dose activation, most hits filed as activators. actives 0.3% (n = 370,000); also: potency is read from the fitted curve at half-maximal effect; % is scaled to controls: 0 for no effect and ±100 for the full control effect; nearly all actives have a fitted effect of over 60% in size; many of its hits are not listed in these tables
#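 Agonist response is measured as cAMP accumulation in an RXFP1-transfected HEK293T line under PDE4 inhibition. Values are scaled between buffer-only and 29 nM porcine relaxin, and EC50s come from standard Hill equation fits.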
# D2 PAM – positive allosteric modulators of human D2 dopamine receptor | HEK293 T-REx D2, calcium flux, EC20 dopamine potentiation | actives 0.34% (n = 340,000) | P14416 | potentiation, % at 10 µM;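 active = potentiation over 3 SD above the plate norm, cut at about 30% in these data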; also: 0% is about no effect
# Target sequence (P14416 whole entry, looked up): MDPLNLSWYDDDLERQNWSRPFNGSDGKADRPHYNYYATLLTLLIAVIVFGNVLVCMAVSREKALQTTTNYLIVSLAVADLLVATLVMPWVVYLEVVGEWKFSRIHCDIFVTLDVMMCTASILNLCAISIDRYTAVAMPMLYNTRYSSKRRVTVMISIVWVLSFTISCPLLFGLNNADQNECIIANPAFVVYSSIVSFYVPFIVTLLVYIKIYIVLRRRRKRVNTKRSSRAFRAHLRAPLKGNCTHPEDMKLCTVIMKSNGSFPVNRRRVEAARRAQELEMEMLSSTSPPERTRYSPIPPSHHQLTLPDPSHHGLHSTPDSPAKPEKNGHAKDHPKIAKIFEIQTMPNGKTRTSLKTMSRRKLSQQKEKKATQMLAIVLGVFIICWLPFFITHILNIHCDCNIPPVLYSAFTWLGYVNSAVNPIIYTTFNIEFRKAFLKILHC
#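 Cells plated with tetracycline inducer and held overnight at 30 C; calcium dye loaded 30–90 min at room temperature; baseline taken, compound added and read 180 s; EC20 dopamine then added and read 180 s.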
# TRHR ag – agonists of human TRH receptor; TRHR cells, calcium flux fluo-8, FDSS agonist mode; activation, % at 2 µM; actives 0.18% (n = 360,000); in the data active = activation above about 30%; also: 0% is about no effect
#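 TRHR-expressing cells loaded with fluo-8 calcium dye; 23 nL library compound pin-transferred, kinetic FDSS fluorescence (Ex 480/Em 530) recorded about 180 s for agonist-induced calcium release, before a 10 nM TRH EC20 addition for potentiator mode.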
# * = called active by the depositor; ? = inconclusive; . = no result given; & = joins results of further samples; [ ] = another dose, or the depositor's remark. Unless noted, calls follow the shape of the dose curve; as a rule, active = well fitted curve in the direction sought with a large enough effect; inconclusive = small, poorly fitted or top-dose-only effect, or another doubt; inactive = no such curve, though single readings can be large; an effect the other way counts as inactive or inconclusive. Some of the compounds tested, so the mix of outcomes need not match the whole.
SMILES,D1 antag,Anesthetic bind,TRHR enhancer,D1 potentiator,RXFP1 antag,D1 agonist,RXFP1 ag,D2 PAM,TRHR ag
O=C(COc1ccc(Br)cc1CO)Nc1ccccc1F,-22.7,-12.2%,12.6,-3.4,-1.2,5.8,0.4%,.,0.2
CSc1nc(C(=O)N2CCc3c([nH]c4ccccc34)C2c2ccccn2)cs1 (stereo not drawn),18.4,-2.6%,7.1,-1.4,?,3.1,-0.1%,2.2,-1.6
Cc1ccc(S(=O)(=O)N2CCCC(C(=O)NCc3cccnc3)C2)cc1Cl (stereo not drawn),-6.1,-10.5%,-6.0,-3.1,2.9,1.3,2.6%,-0.5,-0.2
COc1ccc(C(=O)NC(=S)NNC(=O)c2c(-c3ccccc3)noc2C)cc1OC,35.3,-16.6%,6.0,-3.0,-29.5,14.7,2.1%,-1.1,2.6
CCCn1c(=N)c(C(=O)NC(C)c2ccccc2)cc2c(=O)n3ccccc3nc21 (stereo not drawn),-4.0,199.4%[activator],13.6,1.0,-2.3,0.4,10.0%,-2.1,0.3
COc1ccc(CNS(=O)(=O)c2cc3c4c(c2)C(C)C(=O)N4CCC3)cc1 (stereo not drawn),-9.9,-5.3%,-1.6,-4.2,1.0,1.9,0.6%,10.4,-0.4
O=[N+]([O-])c1ccc2[nH]cc(S(=O)(=O)N3CCN(c4cccc(Cl)c4)CC3)c2c1,0.4,0.4%,1.1,-3.2,-17.6,4.5,-5.2%,-3.0,0.4
N#Cc1c(NC(=O)C2CC2)sc2c1CCCCC2,-6.8,-15.1%,-0.4,-3.0,-22.1,-0.1,1.6%,-5.5,-0.2
O=C(NCc1csc2ccc(Cl)cc12)Nc1ccccc1,-12.4,-5.6%,0.9,-6.7,1.8,6.0,3.2%,.,0.6
CCCc1cc(=O)oc2c(CN3CCOCC3)c(O)ccc12,-27.5,691.5%[activator],-8.0,1.5,4.3,3.2,14.3%,-14.4,0.8
O=C(O)c1ccc(NS(=O)(=O)c2ccc3c(c2)C(=O)c2cc(S(=O)(=O)Nc4ccc(C(=O)O)cc4)ccc2-3)cc1,10.0,-9.9%,3.5,-6.1,8.6,1.1,0.4%,4.9,0.0
COc1c(C)cc(S(=O)(=O)NCc2ccccn2)c(C)c1C,0.0,-9.0%,1.4,-3.2,-6.7,1.7,-3.0%,1.7,0.2
O=C(Nc1ccccc1NC(=O)c1csnn1)c1csnn1,-7.7,-5.2%,10.3,2.1,0.5,0.5,-0.8%,-1.8,2.5
CCOc1ccc(-n2c(SCc3cc(=O)oc4cc(C)ccc34)nnc2-c2cccnc2)cc1,-5.0,?,2.4,0.1,-1.6,0.9,-0.3%,16.5,-0.8
CC(C)NC(=O)COC(=O)c1ccccc1CSC1=NCCS1,-6.4,1.9%,-3.7,-0.7,-7.2,0.7,-0.9%,-1.2,-0.4
CC(=O)c1c(C)[nH]c(C(=O)COC(=O)c2cc(S(=O)(=O)N(C)c3ccccc3)ccc2Cl)c1C,-3.8,-22.3%,-2.9,-4.4,-1.6,1.2,3.8%,-5.4,-1.1
O=C(CSc1nc(O)cc(=O)n1-c1ccccc1)N1CCCCC1,4.9,-13.2%,-15.6,3.8,-1.8,-0.2,0.1%,-3.5,-0.1
CC(C)c1ccc(NC(=O)COC(=O)/C=C/c2cccc([N+](=O)[O-])c2)cc1,6.6,-19.7%,7.4,-8.0,-0.6,2.5,2.7%,23.4,-1.4
Cc1csc(NC(=O)CSc2nc3[nH]ncc3c(=O)[nH]2)n1,-10.8,2.1%,0.5,-0.1,-1.1,5.2,6.0%,8.4,1.9
O=C(c1nc(-c2ccc(Cl)cc2)n2c1CCCCC2)N1CCN(c2ccccc2F)CC1,2.3,-8.7%,-9.7,6.5,-8.6,-1.6,-0.1%,-6.1,-0.1
Cc1ccc(S(=O)(=O)c2c(N)n(CCN3CCOCC3)c3nc4ccccc4nc23)cc1C,8.4,-8.8%,5.1,4.3,8.7,-1.1,?,9.6,-0.4
COc1ccc(N2CC(C(=O)N3CCN(Cc4ccc5c(c4)OCO5)CC3)CC2=O)cc1 (stereo not drawn),5.1,13.5%,-0.4,-1.2,0.9,2.8,1.2%,1.8,-0.1
COc1ccc(-c2cc(C(F)(F)F)nc(SCCC(=O)Nc3cc(C)ccc3O)n2)cc1,8.8,?,-1.0,-1.3,.,1.6,1.0%,8.5,-0.3
COc1ccc(N/C(N)=N/c2nc(CSc3ccc(C)cc3)cc(=O)[nH]2)cc1,4.4,-10.5%,-0.4,-2.6,-14.1,4.9,0.4%,-7.7,1.3
CCN(Cc1ccccc1)C(=O)c1cccc(S(=O)(=O)N2CCN(Cc3ccccc3)CC2)c1,-4.1,.,0.1,0.8,-10.4,4.2,-0.2%,.,0.3
SMILES,D1 antag,Anesthetic bind,TRHR enhancer,D1 potentiator,RXFP1 antag,D1 agonist,RXFP1 ag,D2 PAM,TRHR ag
Cc1cc(NC(=O)CN2C(=O)C(C)(C)c3ccccc32)ccc1Br,-23.7,-10.4%,-4.6,-3.0,-20.3,1.6,4.6%,7.2,0.2
O=C(O)COc1ccc(-c2nnn(CC(=O)O)n2)cc1,-35.6*,-3.0%,5.6,-6.2,22.5,-0.2,0.0%,14.3,-0.5
CC1(C)Cc2c(sc3nc(-c4cccs4)n(N)c(=O)c23)CO1,-6.0,-23.4%,-0.3,-6.2,-36.4,10.2,1.4%,13.2,0.7
COC(=O)c1ccncc1C(=O)Nc1ccc(OC)cc1,13.5,-1.4%,1.4,-1.4,-11.2,4.4,2.0%,10.6,0.3
O=C(c1ccc(F)cc1)C1CCN(C(=O)c2ccccc2)CC1,-10.7,-2.6%,-4.5,-5.5,0.4,4.0,-0.1%,-0.5,-0.9
COc1ccccc1NCC(=O)N/N=C(\C)c1cccs1,-1.2,-6.6%,-5.9,-2.9,-12.3,1.0,-2.2%,.,0.4
CCN1CCc2c(sc(NC(=O)c3ccc(S(=O)(=O)N4CCOCC4)cc3)c2C(N)=O)C1,-7.7,-15.4%,4.7,2.4,-0.6,1.7,7.6%,-11.4,0.4
CCOC(=O)[C@H]1[C@H]2COc3ccc(Cl)cc3[C@@H]2N2C(=O)CN(Cc3ccc(F)cc3)C(=O)[C@@]12C,1.9,.,-5.1,1.2,.,1.1,-1.3%,1.6,0.6
COc1cc(C(=O)N2CCC(C(=O)Nc3cccc(C(C)=O)c3)CC2)cc(OC)c1OC,0.0,-12.1%,6.1,-10.2,0.5,0.9,0.8%,-0.9,0.4
O=C(Nc1ccc(S(=O)(=O)NCc2ccco2)cc1)c1ccncc1,14.8,-3.5%,-0.9,-5.0,17.8,1.7,5.6%,-11.0,0.9
O=C(NNC1=NCCC1)c1cccc(Br)c1,10.0,-8.3%,5.5,0.6,21.7,4.3,0.3%,-1.8,-0.7
Cc1ccccc1CCNC(=O)C1CCN(c2nc3ccccc3nc2C(F)(F)F)CC1,7.7,-18.5%,-0.3,-0.6,.,3.3,?,.,0.9
COc1ccccc1CN1C[C@@H]2C[C@@H](c3ccc(C)c(C)c3)N3CCC[C@@]23C1=O,34.3,?,0.2,-0.6,-12.4,-0.1,-1.2%,-1.5,0.4
Cc1c2cnn(CC(=O)NCc3ccc(F)cc3)c(=O)c2c(C)n1Cc1ccccc1F,-2.3,2.2%,-6.8,2.6,-13.0,2.2,0.5%,-6.1,0.3
COC(=O)N1[C@H](C)C=C[C@]1(Cc1ccccc1)C(=O)O,11.5,1.1%&-6.7%,2.2,-1.4,.,0.6,2.2%,19.9,-0.7
CCCCn1c(SCC(=O)Nc2cc(C)on2)nnc1-c1ccco1,10.5,-17.8%,-0.3,-1.2,-2.7,-0.8,0.8%,-2.3,-0.3
OCCN1CCN(C(=S)NCCc2ccccc2)CC1,-11.7,-9.9%,0.2,-1.4,4.5,0.7,0.6%,18.9,0.7
Cc1ccc(-c2nonc2NC(=O)c2ccco2)cc1,-10.7,-1.4%,-1.6,-1.8,11.1,5.7,-1.8%,-0.1,-0.7
O=C(NCc1ccco1)C(c1ccco1)N(CCc1ccccc1)C(=O)Cn1nnc2ccccc21 (stereo not drawn),-3.1,-14.6%,-14.7,-0.2,1.1,15.5,0.4%,13.2,3.3
Cc1ccc(C(=O)CSc2cnc3ccccc3n2)cc1C,-15.3,?,-2.0,3.6,-29.2,12.2,2.7%,-1.8,-0.2
c1ccc2c(Cn3nnc4ccccc43)cccc2c1,-4.0,?,-1.8,-2.4,4.5,17.2,1.5%,-6.3,0.5
COc1ccccc1NC(=O)C(C)Sc1nnnn1C (stereo not drawn),3.2,-9.4%,13.4,-1.1,5.0,1.8,7.1%,1.3,-0.5
CCOC(=O)NC(Nc1cc(C)on1)(C(F)(F)F)C(F)(F)F,-3.6,-2.2%,5.8,-1.5,-2.5,1.7,-0.6%,5.7,-0.8
O=C(Cn1ncc2c(=O)oc3ccccc3c21)NCc1ccccc1Cl,-9.5,2.8%,-5.0,-2.1,.,2.3,-0.8%,-0.5,-0.3
CC(Sc1nncs1)C(=O)Nc1ccc(Cl)cn1 (stereo not drawn),13.3,?,-1.4,-4.7,0.5,1.4,0.3%,-17.2,-0.5
COc1ccccc1NC(=O)c1c(NC(=O)CCC(=O)O)sc2c1CCCCC2,-7.6,-12.2%,1.0,3.3,-9.9,1.9,-2.6%,7.6,-0.3

# Reformatted as labelled records: entries from further up.
Cc1cc(NC(=O)CN2C(=O)C(C)(C)c3ccccc32)ccc1Br
  D1 antag = -23.7
  Anesthetic bind = -10.4%
  TRHR enhancer = -4.6
  D1 potentiator = -3.0
  RXFP1 antag = -20.3
  D1 agonist = 1.6
  RXFP1 ag = 4.6%
  D2 PAM = 7.2
  TRHR ag = 0.2
O=C(O)COc1ccc(-c2nnn(CC(=O)O)n2)cc1
  D1 antag = -35.6*
  Anesthetic bind = -3.0%
  TRHR enhancer = 5.6
  D1 potentiator = -6.2
  RXFP1 antag = 22.5
  D1 agonist = -0.2
  RXFP1 ag = 0.0%
  D2 PAM = 14.3
  TRHR ag = -0.5
CC1(C)Cc2c(sc3nc(-c4cccs4)n(N)c(=O)c23)CO1
  D1 antag = -6.0
  Anesthetic bind = -23.4%
  TRHR enhancer = -0.3
  D1 potentiator = -6.2
  RXFP1 antag = -36.4
  D1 agonist = 10.2
  RXFP1 ag = 1.4%
  D2 PAM = 13.2
  TRHR ag = 0.7
COC(=O)c1ccncc1C(=O)Nc1ccc(OC)cc1
  D1 antag = 13.5
  Anesthetic bind = -1.4%
  TRHR enhancer = 1.4
  D1 potentiator = -1.4
  RXFP1 antag = -11.2
  D1 agonist = 4.4
  RXFP1 ag = 2.0%
  D2 PAM = 10.6
  TRHR ag = 0.3
